L3MBTL1 block: blocks human L3MBTL1 | Potency, µM (highest dose often 57.1 µM), for inactives: at the highest dose activity, negative = inhibition, usual class: inhibitors | Q9Y468 | AlphaScreen L3MBTL1–H3K9me1 peptide binding | actives 0.66% (n = 230,000); also: nearly all actives have a fitted effect of over 60% in size
Target sequence (Q9Y468 whole entry, looked up): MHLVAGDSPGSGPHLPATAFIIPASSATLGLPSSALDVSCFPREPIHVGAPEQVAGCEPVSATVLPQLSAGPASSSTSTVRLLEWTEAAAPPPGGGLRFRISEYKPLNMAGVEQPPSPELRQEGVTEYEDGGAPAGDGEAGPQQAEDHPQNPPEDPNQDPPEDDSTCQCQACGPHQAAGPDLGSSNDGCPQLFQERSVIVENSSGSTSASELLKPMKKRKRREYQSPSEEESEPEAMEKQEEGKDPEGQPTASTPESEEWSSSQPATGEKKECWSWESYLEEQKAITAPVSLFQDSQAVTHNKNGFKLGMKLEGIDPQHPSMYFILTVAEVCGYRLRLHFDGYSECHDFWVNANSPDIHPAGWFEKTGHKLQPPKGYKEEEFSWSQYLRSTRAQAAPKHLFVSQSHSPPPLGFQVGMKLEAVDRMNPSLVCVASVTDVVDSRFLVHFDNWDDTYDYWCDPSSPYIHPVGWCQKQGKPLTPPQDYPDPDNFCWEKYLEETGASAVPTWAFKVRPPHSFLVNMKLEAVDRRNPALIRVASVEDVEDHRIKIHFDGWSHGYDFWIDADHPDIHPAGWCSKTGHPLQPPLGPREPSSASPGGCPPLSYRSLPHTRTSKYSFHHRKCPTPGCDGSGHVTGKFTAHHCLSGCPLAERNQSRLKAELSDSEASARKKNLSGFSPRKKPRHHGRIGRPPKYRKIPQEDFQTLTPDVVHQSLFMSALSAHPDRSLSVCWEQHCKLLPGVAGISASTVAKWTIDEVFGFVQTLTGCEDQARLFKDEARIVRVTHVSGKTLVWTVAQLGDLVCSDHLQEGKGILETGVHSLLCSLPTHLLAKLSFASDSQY
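First, the protein-peptide complex forms for 30 min at room temperature (L3MBTL1 50 nM, biotinylated H3K9me1 peptide 75 nM). Next, compounds are pin-transferred and incubated 30 min. Finally, AlphaScreen beads are added and read after 30 min.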
RGS12 GoLoco inh: inhibitors of human Gai1-RGS12 GoLoco interaction (red fluorophore) | P63096 | Gai1:RGS12 GoLoco peptide FP, rhodamine, 10 min | Potency, µM (top dose mostly 61.6 µM), for the others: at the top dose activity, negative = inhibition, actives largely listed as inhibitors | actives 0.44% (n = 230,000) | AID 880; active = well fitted inhibition curve with a large enough effect, not every such curve was filed as active; inactive = no such curve, though single readings can be large or run the other way; also: nearly all actives have a fitted effect of over 30% in size; many of its hits are not listed in these tables
RECQ1 helicase: blocks DNA unwinding by human RECQ1; AID 2549; actives 0.54% (n = 240,000); Potency, µM (top dose mostly 57.3 µM), for the others: at the highest dose activity, negative = inhibition, actives largely listed as inhibitors; RECQ1 DNA unwinding, red fluorescence kinetic read;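 also: plate controls were vehicle for no effect and no enzyme for full effect; nearly all actives have a fitted effect of over 30% in size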
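50 nM RECQ1T1 preincubated 15 min with compound in Tris pH 8.0 buffer with MgCl2, DTT, Tween-20 and 2.5 ug/ml poly(dI-dC); started with 200 nM TAMRA/BHQ-2 forked duplex and 2 mM ATP. Unwinding read as fluorescence (525/598 nm), two reads 2 h apart.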
KDM4E inh: inhibitors of human JMJD2E histone demethylase; JMJD2E catalytic domain, FDH-coupled NADH fluorescence (FDH is formaldehyde dehydrogenase); Potency, µM (doses to about 57.1 µM), for the others: at the top dose activity change, negative = inhibition, most hits filed as inhibitors; actives 1.6% (n = 230,000); B2RXH2; active = well fitted inhibition curve with a large enough effect, not every such curve was filed as active; inconclusive = small, poorly fitted or top-dose-only effect, or another doubt; inactive = no such curve, though single readings can be large or run the other way;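 also: 0% = wells with enzyme and -100% = buffer wells without enzyme; nearly all actives have a fitted effect of over 50% in size; many of its hits are not listed in these tables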
TexasRed fluor: alters Texas Red total fluorescence, flagging assay interference. TRb/SRC2 Texas Red total fluorescence interference. Potency, µM (titrated, usually from 106 µM), for inactives: at the top dose fluorescence change, negative = quenching. actives 0.29% (n = 280,000). AID 1479; active = well fitted curve in either direction with a large enough effect; inconclusive = small, poorly fitted or top-dose-only effect
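Flags fluorescent or light-absorbing compounds by total fluorescence, S + 2P, at 555 nm excitation and 632 nm emission. Mixture: 20 nM Texas Red SRC2 peptide, 0.6 uM human TRb LBD, 1 uM T3, 5% DMSO; compound exposure 5 h at ambient temperature.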
TRb-SRC2 inh: TRbeta-SRC2 interaction inhibition; actives 0.065% (n = 280,000); P10828; Potency, µM (top dose mostly 106 µM), for the others: top-dose activity change, negative = inhibition, most hits filed as inhibitors; TRbeta-SRC2 peptide binding, fluorescence polarization; receptor liganded with 1 µM T3;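 also: plate controls were bound peptide for no effect and peptide without receptor for full effect; nearly all actives have a fitted effect of over 50% in size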
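Compounds were added to 0.6 uM TRb ligand-binding domain and 20 nM Texas Red-labeled SRC2 peptide in Tris buffer containing 1 uM T3, incubated 5 hr at ambient temperature, then read by fluorescence polarization.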
Tau ThT inhib: inhibitors of human tau fibril formation, thioflavin T binding. P10636. recombinant tau K18 P301L (four-repeat tau fragment), heparin-induced fibrillization, ThT fluorescence. Potency, µM (series often up to 57.4 µM), for the others: at the top dose activity, negative = inhibition, usual class: inhibitors. actives 2.1% (n = 270,000). AID 1460; also: nearly all actives have a fitted effect of over 55% in size
Target sequence (P10636 561-689 P618L limits assumed): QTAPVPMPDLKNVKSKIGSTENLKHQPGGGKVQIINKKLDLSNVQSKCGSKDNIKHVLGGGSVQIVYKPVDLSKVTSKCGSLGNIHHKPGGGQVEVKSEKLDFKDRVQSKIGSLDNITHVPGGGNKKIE
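Heparin-induced (20 uM) aggregation of recombinant human K18 P301L tau, 15 uM unlabeled with 0.24 uM labeled, pH 7 acetate buffer, 6 hr at 37 C with compound. Fibrils quantified by 30 uM ThT fluorescence after 1 hr ambient incubation.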
Tau fibril FP: tau fibrillization inhibition (FP). P10636. K18 P301L tau heparin fibrillization, Alexa594 FP, 6 h. Potency, µM (highest dose often 57.7 µM), for the others: at the top dose activity, negative = inhibition, most hits filed as inhibitors. actives 0.39% (n = 280,000). AID 1468; also: nearly all actives have a fitted effect of over 55% in size
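Human tau K18 […] P301L fragment, 15 uM unlabeled plus 0.24 uM Alexa 594-labeled tau (final), with compound and 20 uM heparin in 100 mM sodium acetate pH 7; 6 hr at 37 C, then Alexa 594 FP read.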
Active calls of the source: *; i = inactive; ? = inconclusive; . = no result given; & = joins results of further samples; [ ] = remark or other dose. Unless noted, calls follow the shape of the dose curve; as a rule, active = well fitted curve in the direction sought with a large enough effect; inconclusive = small, poorly fitted or top-dose-only effect, or another doubt; inactive = no such curve, though single readings can be large; an effect the other way counts as inactive or inconclusive. Unless noted, % is scaled to controls: 0 for no effect and ±100 for the full control effect; potency is read from the fitted curve at half-maximal effect. Not all compounds are listed; the hit share may differ from the screen's.

SMILES	L3MBTL1 block	RGS12 GoLoco inh	RECQ1 helicase	KDM4E inh	TexasRed fluor	TRb-SRC2 inh	Tau ThT inhib	Tau fibril FP
c1ccc2c(-c3nc(C4CCCCC4)no3)cc(-c3ccncc3)nc2c1	4%[11.4 µM]	1%	9%	4%	0%	13%	-3%	-2%
Cc1nc(N(C)C)c2sc(=S)n(C)c2n1	-1%	6%	0%	5%	-1%	4%	0%	4%
CCN1C(=O)c2ccccc2Sc2ccc(NC(=O)Cc3ccc(OC)c(OC)c3)cc21	.	.	.	.	-14%	0%	-2%	-4%
C=CCn1c(SCC(=O)N2c3ccccc3Sc3ccccc32)nnc1-c1ccco1	-22%	0%	-2%	3%	-6%	0%	-12%	3%
COc1ccc(/C=N/NC(=O)c2cccc(C(F)(F)F)c2)cc1	.	-1%	-4%	?	-2%	5%	?	-8%
CCc1c(C)nc2[nH]nc(-c3ccccc3C)n2c1=O	2%	2%	-1%	?	-2%	3%	-21%	-12%
CCC12CC3CC(C1)CC(C(=O)O)(C3)C2	-4%	3%	0%	-4%	-2%	6%	-2%	0%
Cc1cc(C)nc(SCCC(=O)Nc2ccccc2)n1	8%	1%	-16%	2%	0%	-3%	-6%	9%
CCCCN(CC)C(=O)CSc1nc2n[nH]c(C)c2c(=N)n1-c1cccc(OC)c1	.	.	.	.	-31%	-3%	?	2%
Cc1onc(-c2ccccc2Cl)c1C(=O)Nc1cccc(-c2nc3ncccn3c2C)c1	-3%	5%	-11%	?	-4%	2%	-9%	-7%
CCc1ccc(N2C(=O)CC(NNc3nc4ccccc4s3)C2=O)cc1 (stereo unspecified)	1%	-1%	-8%	-23%	-6%	-2%	?	-5%
NNC(=O)c1ccccc1OCc1ccccc1	-1%	3%	i	6%	-3%	3%	-6%	-15%
O=C1CCCN1C(=O)CCC(=O)N1CCCC1=O	6%	10%	-14%	3%	1%	3%	5%	-1%
CCOC(=O)c1c(C)[nH]c(C)c1C(=O)COC(=O)C1CCCN1S(=O)(=O)c1ccccc1F (stereo unspecified)	-6%	6%	-4%	-2%	-1%	3%	-8%	0%
COCCn1c(SCC(=O)Nc2ccccc2)nc2c(oc3ccccc32)c1=O	.	4%	i	-6%	-1%	5%	-8%	?
NCCSc1c(-c2ccccc2)[nH]c2ccccc12	-12%	6%	i	?	-3%	-3%	-2%	3%
O=C1CS/C(=N\C(=O)N2c3ccccc3Sc3ccccc32)N1	-5%	82%[activator]	-7%	-4%	3%	10%	?	4%
CCCCCCCC(=O)N/N=C/c1ccc(Br)cc1	-3%	-1%	28%	5%	3%	-14%	-14%	6%
COc1ccc(C(=O)N=C2CCC(C#N)=C3c4cc(OC)c(OC)cc4CCN23)cc1	-6%	8%	-11%	1%	8%	-2%	-5%	-1%
O=C(NCc1cccnc1)C(=O)Nc1ccc2c(c1)OCO2	10%	4%	-1%	-2%	-1%	4%	-6%	-5%
NC(=NCCc1ccc(Cl)cc1)NS(=O)(=O)c1ccc(F)cc1	8%	4%	-10%	-6%	2%	0%	3%	-5%
N#CCCn1cc(/C=N/NC(N)=S)c(-c2ccccc2)n1	.	1%	-3%	13%	1%	-1%	-6%	-6%
COc1ccc(CCNC(=O)C2CCC(=O)N2CCc2ccccc2)cc1OC (stereo unspecified)	.	-5%	0%	7%	1%	-2%	-8%	10%
CCOC(=O)c1ccc(NC(=O)N2CCN(Cc3cccc(F)c3)CC2)cc1	.	7%	-1%	4%	0%	1%	-13%	-1%
CS(=O)(=O)N(CC(=O)NCC1CCCO1)c1cc(Cl)cc(Cl)c1 (stereo unspecified)	-7%[11.4 µM]	0%	-17%	2%	-1%	-6%	-3%	4%
CS(=O)(=O)c1ccc(N)cc1	9%	6%	5%	-2%	-4%	4%	-4%	2%
CCN(CC)C(=O)CSc1nnc2sc3ccccc3n12	8%	-2%	1%	0%	-2%	-2%	2%	2%
O=c1oc2ccc(Br)cc2cc1S(=O)(=O)c1ccc(F)cc1	-11%	-6%	1%	-4%	-2%	-6%	-12%	-1%
Cc1nnc(NC(=O)CSc2nc3c([nH]c4ccccc43)c(=O)n2-c2cccc(Cl)c2)s1	.	.	.	.	4%	7%	-10%	-12%
CCCCCCOC(=O)C(C#N)c1nc2ccccc2nc1N1CCN(C)CC1 (stereo unspecified)	-5%&-21%	24%	1%	?	-4%	-6%	?	4%
COc1ccc(-c2nn3c(-c4ccco4)nnc3s2)cc1OC	-4%	13%	-12%	-26%	-5%	-11%	-13%	-13%
Clc1ccc(Nc2nc(-c3ccccc3)c3cc(Cl)ccc3n2)cc1	.	.	.	.	-31%	-5%	-14%	-16%
COC(=O)[C@@]1(Cc2ccc(F)cc2)[C@H]2c3cc(C(=O)N4CCCC4)n(Cc4ccc(OC(F)(F)F)cc4)c3C[C@H]2CN1C(=O)c1ccccc1	.	-5%	-9%	-1%	-1%	0%	-14%	?
O=C1COc2ccc(S(=O)(=O)Nc3ccc4c(c3)OCO4)cc2N1	18%	8%	0%	0%	-2%	-3%	6%	-5%
COc1cc(C2CC(=O)N(c3ccc(C)cc3)C(=O)C2)cc(OC)c1OC	.	7%	-6%	-5%	-2%	3%	.	3%
CCCCc1nc2c(c3c1C[C@H](C)OC3)CN(C(=O)C1CC1)CC2	.	8%[14.2 µM]	-3%[11.5 µM]	15%[11.4 µM]	-2%[11.2 µM]	-3%[11.2 µM]	7%[11.5 µM]	6%[11.6 µM]
CCOC(=O)C(C(=O)OCC)C(Nc1ccccc1)c1ccccc1 (stereo unspecified)	1%	1%	3%	-3%	3%	3%	-12%	5%
COc1ccc(CCN2C(=O)/C(=C\c3ccco3)SC2=S)cc1OC	18µM*	58%[activator]	-8%	-13%	4%	2%	?	1%
O=C(NNc1nc(-c2ccc(Cl)cc2)cs1)c1ccco1	-16%	14%	i	11%	1%	2%	?	-14%
O=C(NCc1cccs1)c1cnc2ccccn2c1=O	14%	.	i	3%	-2%	1%	-8%	-1%
COc1cc(CC(=O)OCC(=O)N2CC(=O)Nc3ccccc32)cc(OC)c1OC	.	0%	-5%	1%	0%	-3%	-4%	1%
O=C(O)C1C(c2ccccc2)C(C(=O)OCCCO)C1c1ccccc1 (stereo unspecified)	4%	15%	-8%	0%	4%	-8%	-8%	-4%
CCOC(=O)c1c(C)oc2ncnc(Nc3cc(Cl)ccc3OC)c12	.	.	.	.	0%	4%	2%	-2%
CCOC(=O)c1ccc(NC(=O)N2CCN(Cc3ccccc3)CC2)cc1	-15%	4%	-2%	3%	1%	8%	9%	4%
CCCn1ncc(CN2CCC(N3CCC(C(=O)N4CCOCC4)CC3)CC2)c1C	5%	10%	i	7%	0%	-1%	4%	0%
O=C(Nc1ccc(-c2nc3cccnc3s2)cc1)C1CCCO1 (stereo unspecified)	-1%	0%	8%	?	-1%	2%	-10%	-12%
CCCCC(=O)NC(=S)NNC(=O)CCc1ccccc1	.	3%	-1%	?	0%	1%	.	-4%
COc1ccc(CCNS(=O)(=O)c2ccc(C(=O)NCc3ccco3)cc2)cc1OC	2%[11.4 µM]	6%	?	0%	1%	3%	0%	-7%
CC1=C(C(=O)OC(C)C)C(c2cncc(-c3ccc(F)cc3)c2)C(C#N)=C(N)O1 (stereo unspecified)	5%	3%	-1%	?	-1%	-4%	-13%	-6%
COc1ccccc1N1CCN(c2nc(-c3ccccc3)cc(C(F)(F)F)n2)CC1	2%	10%	-6%	3%	1%	6%	-13%	-2%
Cc1cc(C)cc(OCC(=O)Nc2ccc(CN3CCCCC3)cc2)c1	-9%	12%	i	-13%	4%	-2%	-1%	-2%
COc1ccc2c(C)c(CCC(=O)NCCc3ccc(Cl)cc3)c(=O)oc2c1	.	.	.	.	-27%	0%	-16%	-6%
Cc1[nH]c(-c2ccccn2)nc(=S)c1Cl	9%	1%	12%	-7%	-4%	6%	6%	2%
CC(NC(=O)c1ccccc1Cl)c1nnc(SCC(=O)Nc2ccc(C(=O)O)cc2)n1C (stereo unspecified)	9%	-9%	-4%	-1%	3%	2%	7%	5%
CCCNS(=O)(=O)c1ccc(CCC(=O)N2CCN(CC)CC2)cc1	.	-9%	-9%	-6%	-1%	-6%	-5%	1%
O=C(Nc1cc2ccc(O)cc2oc1=O)c1ccc(F)cc1	.	.	.	.	-4%	12%	3%	-7%
CCN(CCCNC(=O)c1cc(Nc2ccc(OC)cc2OC)nc2ccccc12)c1cccc(C)c1	.	.	.	.	-1%	3%	?	5%
CCOC(=O)CSc1ncc(-c2ccccc2)nn1	.	3%	-17%	0%	2%	5%	-10%	-2%
COc1ccc(-c2cc(C(F)(F)F)n3ncc(C(=O)NCC4CCCO4)c3n2)cc1OC (stereo unspecified)	5%	0%	-6%	5%	-3%	-9%	-3%	3%
Cc1ccccc1-c1nc(CS(=O)(=O)CC(=O)Nc2cc(Cl)cc(Cl)c2)c(C)o1	.	.	.	.	-2%	1%	16%	?
COc1ccc(-c2cn3cccnc3n2)cc1NC(=O)C1CC1	-3%	-5%	-4%	?	-4%	-2%	2%	-3%
Clc1ccc(-c2csc(N/N=C/c3ccco3)n2)cc1	?	10%	-21%	-13%	-4%	-2%	14µM*	-4%
COc1ccccc1NS(=O)(=O)c1ccc(O)c(C(=O)OCc2cccc([N+](=O)[O-])c2)c1	-11%	-6%	i	-2%	-1%	1%	-2%	-8%

Random excerpt: 2 compounds from above.
SMILES	L3MBTL1 block	RGS12 GoLoco inh	RECQ1 helicase	KDM4E inh	TexasRed fluor	TRb-SRC2 inh	Tau ThT inhib	Tau fibril FP
CC1=C(C(=O)OC(C)C)C(c2cncc(-c3ccc(F)cc3)c2)C(C#N)=C(N)O1 (stereo unspecified)	5%	3%	-1%	?	-1%	-4%	-13%	-6%
CCOC(=O)c1c(C)oc2ncnc(Nc3cc(Cl)ccc3OC)c12	.	.	.	.	0%	4%	2%	-2%

Bioassay records deposited in PubChem by National Center for Advancing Translational Sciences (NCATS).
